# Bioassay records as filed in PubChem.
# ATG4B inh = ATG4B (human) cysteine protease inhibition | Q9Y4P1 | ATG4B cleavage of LC3-PLA2, NBD-HPC fluorescence, 1 h | inhibition, % at 8.33 µM | 0.51% of 340,000 active | AID 504462; in the data active means inhibition above about 40%
# HKDC1 inhibitor = HKDC1 (human) hexokinase inhibition. recombinant HKDC1, G6PDH/diaphorase resazurin coupled fluorescence. 0.16% of 340,000 active. Q2TB90. inhibition, % at 20 µM;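 active means inhibition above about 35% when tested at 20 µM, limit read from the data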;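 further: plate controls were DMSO wells with enzyme for no effect and DMSO wells lacking enzyme for full effect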
#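 Incubation: 90 min at room temperature in dark / Material: recombinant HKDC1 (HK5) hexokinase enzyme, produced in-house / Quantity: enzyme 5 µg/mL final / Compound: one dose of 20 µM, 1% DMSO / Reagent: glucose and ATP substrates / Buffer or medium: Tris pH 8.0 buffer with MgCl2, Tween-20, BSA, BME / Technique: resorufin fluorescence at 613 nm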
# hIAP activ = human IAP activation; P09923; 0.16% of 330,000 active; activation factor at 10 µM; purified human IAP, CDP-Star luminescence, 30 min; hits give high values; 1 = vehicle-only enzyme, 0 = enzyme-free background;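 active means activation factor of the enzyme at least 2-fold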; further: the source names both 10 and 20 µM as test concentration; values of inactives mirror those of a sister screen read the other way
# Target sequence (P09923 whole entry, looked up): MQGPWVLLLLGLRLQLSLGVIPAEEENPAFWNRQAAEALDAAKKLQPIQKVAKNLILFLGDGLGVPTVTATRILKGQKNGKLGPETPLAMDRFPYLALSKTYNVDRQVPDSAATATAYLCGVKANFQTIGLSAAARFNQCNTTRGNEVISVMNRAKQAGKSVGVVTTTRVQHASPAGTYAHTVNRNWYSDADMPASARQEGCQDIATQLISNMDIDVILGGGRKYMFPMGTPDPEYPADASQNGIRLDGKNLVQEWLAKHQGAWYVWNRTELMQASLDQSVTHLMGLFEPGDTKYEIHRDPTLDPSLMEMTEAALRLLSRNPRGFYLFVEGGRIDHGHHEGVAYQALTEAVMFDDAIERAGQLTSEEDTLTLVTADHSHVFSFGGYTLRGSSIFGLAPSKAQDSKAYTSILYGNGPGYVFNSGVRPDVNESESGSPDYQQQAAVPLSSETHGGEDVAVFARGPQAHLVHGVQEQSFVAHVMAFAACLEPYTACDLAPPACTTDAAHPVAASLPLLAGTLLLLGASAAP
# PfGluPho inh = PfG6PD (Plasmodium falciparum) enzyme inhibition | PfGluPho enzyme, NADPH resazurin-diaphorase fluorescence | inhibition, % at 20 µM | 0.78% of 350,000 active | AID 504690;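 active means inhibition reaching at least a set limit at 20 µM in the primary screen, cut at about 59% in these data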;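 further: 0% = DMSO wells with substrate and 100% = DMSO wells lacking glucose-6-phosphate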
# hIAP block = human IAP inhibition. AID 2544. 0.12% of 330,000 active. inhibition, % at 10 µM. purified IAP, CDP-Star luminescence, 30 min. P09923;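 active means inhibition reaching a set limit with compound at 10 µM in the primary screen, cut at about 35% in these data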;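 further: plate controls were DMSO wells with enzyme for no effect and no-enzyme buffer wells for full effect; values of inactives mirror those of a sister screen read the other way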
# APOBEC3A inh = human APOBEC3A DNA deaminase inhibition | P31941 | recombinant A3A, FAM/TAMRA ssDNA deamination fluorescence | inhibition, % at 20 µM | 0.41% of 330,000 active | AID 493011;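 active means at least 40% inhibition at 20 µM here, with at most 30% in a related deaminase screen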;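 further: plate controls were A3A with DMSO for no effect and wells lacking A3A enzyme for full effect; some results filed as inactive read as strong as hits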
# Target sequence (P31941 whole entry, looked up): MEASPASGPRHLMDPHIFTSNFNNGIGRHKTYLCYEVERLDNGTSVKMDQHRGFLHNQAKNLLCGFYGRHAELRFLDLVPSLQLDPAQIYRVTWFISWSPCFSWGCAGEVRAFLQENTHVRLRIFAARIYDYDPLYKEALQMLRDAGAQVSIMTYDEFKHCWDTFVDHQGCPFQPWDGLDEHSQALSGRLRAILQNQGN
# mIAP inh = blocks mouse intestinal alkaline phosphatase; purified mouse IAP, CDP-Star luminescence, 30 min; inhibition, % at 10 µM; 0.2% of 330,000 active;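 active means inhibition of at least 40% at 10 µM in the primary screen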;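 further: plate controls were DMSO with enzyme for no effect and no enzyme wells for full effect; values of inactives mirror those of a sister screen read the other way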
# mIAP activ = increases mouse intestinal alkaline phosphatase activity. muIAP, CDP-Star luminescence, 30 min; hits give high values; 1 = vehicle-only enzyme signal, 0 = enzyme-free wells. activation factor at 10 µM. 0.24% of 330,000 active;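 active means activation factor of at least 2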; further: the source names both 10 and 20 µM as test concentration; values of inactives mirror those of a sister screen read the other way
#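 Assay system: mouse IAP enzyme; reagent: chemiluminescent substrate CDP-Star; dosing: test compounds delivered from DMSO solution; schedule: 30 min at room temperature; measured by: luminescence from enzymatic CDP-Star hydrolysis; controls: DMSO-only wells and no-enzyme negative control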
# Active calls of the source: *.
SMILES,ATG4B inh,HKDC1 inhibitor,hIAP activ,PfGluPho inh,hIAP block,APOBEC3A inh,mIAP inh,mIAP activ
CC(=O)Nc1nccc(-c2cc(-c3ccccc3)no2)n1,-4,4,0.86,-12,14,5,3,0.97
CC1(C(=O)NNC(=S)NCc2ccco2)CC1(Cl)Cl (stereo not given),-1,-6,1.3,-9,-28,-2,-5,1
COc1cccc(CN(C)C(=O)c2cc(COc3ccc4ncccc4c3)on2)c1,-16,-6,0.93,6,7,-5,6,0.94
O=C(Nc1cccc([N+](=O)[O-])c1)c1ccc(N2CCCC2=O)cc1,-7,-6,1.2,-4,-18,3,-14,1.1
CCOC(=O)CCNC(=O)N1CCCC(N(C)CCc2ccc(OC)c(OC)c2)C1 (stereo not given),16,-1,1.3,0,-33,1,2,0.98
COc1ccccc1N1CCN(C(=O)C2CC2)CC1,-2,-7,0.98,-4,2,-3,-4,1
COc1ccccc1NC(=O)c1ccc([N+](=O)[O-])o1,-11,-1,1.3,18,-34,-3,5,0.95
Cc1[nH]c(C)c(S(=O)(=O)N2CCN(c3ccccc3)CC2)c1C(=O)N1CCCCC1,-3,-4,1,-9,-2,-2,-4,1
CC1(C)CC(=O)C2=C(C1)Oc1nc3ccccc3cc1C2C(C#N)C#N (stereo not given),-3,7,0.93,5,7,-5,1,0.99
CCCOc1ccc(C2c3c(oc4cc(C)c(C)cc4c3=O)C(=O)N2CCCN(C)C)cc1OCC (stereo not given),9,-1,1.2,-4,-17,4,3,0.97
COc1ccc(Oc2c(Cl)cnn(-c3ccc(Cl)c(Cl)c3)c2=O)cc1,1,-1,0.99,8,1,-3,-6,1.1
CCOC(=O)c1c(C)[nH]c(C(=O)OCC(=O)Nc2cc(Cl)ccc2OC)c1C,-6,-9,0.98,10,2,-1,2,0.98
COC(=O)c1ccccc1C(=O)N1CCCC(CNC(=O)c2ccc(F)cc2)C1 (stereo not given),0,-3,1.1,6,-8,-4,10,0.9
CC(C)Sc1nc2c(c(=O)[nH]1)C(c1cccs1)C1=C(CC(C)(C)CC1=O)N2 (stereo not given),3,1,0.94,4,6,-3,1,0.99
COC(=O)c1c(NC(=O)COC(=O)c2ccc(NC(=O)CC#N)cc2)sc2c1CCCCC2,-13,6,0.86,8,14,6,19,0.81
CN1CCN(C(=O)N2c3ccccc3C=Cc3ccccc32)CC1,-8,0,0.98,-7,2,-1,-5,1.1
CCOc1ccc(S(=O)(=O)N2CCCC(C(=O)NCc3cccnc3)C2)cc1Cl (stereo not given),-3,-1,1.1,-10,-11,-3,-3,1
CC(C(=O)Nc1ccc(C(N)=O)cc1)N1C(=O)c2ccccc2S1(=O)=O (stereo not given),-3,-5,1.1,-23,-6,-4,3,0.97
O=C(NCc1cccs1)c1cnc2ccccn2c1=O,5,-6,0.94,-1,6,0,-2,1
COc1cc(CCC(=O)Nc2cc(C)cc(C)c2)cc(OC)c1OC,-7,-15,1.1,11,-7,6,-9,1.1
O=c1[nH]ncc(N/N=C\c2ccc(O)cc2O)c1Cl,-3,-3,0.9,-1,10,-2,9,0.91
CN1CCN(c2ccc(CNS(=O)(=O)Cc3ccc(Cl)cc3)cc2)CC1,2,-5,1,2,-3,-3,-10,1.1
Cc1ccc2c(Cl)cc(Cl)c(OCC(=O)N3CCOCC3)c2n1,-5,-1,0.98,6,2,-2,-11,1.1
Fc1ccc(F)c(NC(=S)NCCc2ccccc2)c1,8,-4,1.1,10,-5,4,-36,1.4
CCOC(=O)c1oc2ccccc2c1COC(=O)C(C)NC(=O)c1ccco1 (stereo not given),-1,3,1,1,0,-3,-8,1.1

# Arranged by molar mass (highest first): some entries from above.
SMILES,ATG4B inh,HKDC1 inhibitor,hIAP activ,PfGluPho inh,hIAP block,APOBEC3A inh,mIAP inh,mIAP activ
CCCOc1ccc(C2c3c(oc4cc(C)c(C)cc4c3=O)C(=O)N2CCCN(C)C)cc1OCC (stereo not given),9,-1,1.2,-4,-17,4,3,0.97
COC(=O)c1c(NC(=O)COC(=O)c2ccc(NC(=O)CC#N)cc2)sc2c1CCCCC2,-13,6,0.86,8,14,6,19,0.81
Cc1[nH]c(C)c(S(=O)(=O)N2CCN(c3ccccc3)CC2)c1C(=O)N1CCCCC1,-3,-4,1,-9,-2,-2,-4,1
CCOC(=O)c1c(C)[nH]c(C(=O)OCC(=O)Nc2cc(Cl)ccc2OC)c1C,-6,-9,0.98,10,2,-1,2,0.98
COc1cccc(CN(C)C(=O)c2cc(COc3ccc4ncccc4c3)on2)c1,-16,-6,0.93,6,7,-5,6,0.94
CC(C)Sc1nc2c(c(=O)[nH]1)C(c1cccs1)C1=C(CC(C)(C)CC1=O)N2 (stereo not given),3,1,0.94,4,6,-3,1,0.99
COC(=O)c1ccccc1C(=O)N1CCCC(CNC(=O)c2ccc(F)cc2)C1 (stereo not given),0,-3,1.1,6,-8,-4,10,0.9
CN1CCN(c2ccc(CNS(=O)(=O)Cc3ccc(Cl)cc3)cc2)CC1,2,-5,1,2,-3,-3,-10,1.1
CC(C(=O)Nc1ccc(C(N)=O)cc1)N1C(=O)c2ccccc2S1(=O)=O (stereo not given),-3,-5,1.1,-23,-6,-4,3,0.97
Cc1ccc2c(Cl)cc(Cl)c(OCC(=O)N3CCOCC3)c2n1,-5,-1,0.98,6,2,-2,-11,1.1
CC1(C)CC(=O)C2=C(C1)Oc1nc3ccccc3cc1C2C(C#N)C#N (stereo not given),-3,7,0.93,5,7,-5,1,0.99
O=C(Nc1cccc([N+](=O)[O-])c1)c1ccc(N2CCCC2=O)cc1,-7,-6,1.2,-4,-18,3,-14,1.1
CC1(C(=O)NNC(=S)NCc2ccco2)CC1(Cl)Cl (stereo not given),-1,-6,1.3,-9,-28,-2,-5,1
Fc1ccc(F)c(NC(=S)NCCc2ccccc2)c1,8,-4,1.1,10,-5,4,-36,1.4
O=c1[nH]ncc(N/N=C\c2ccc(O)cc2O)c1Cl,-3,-3,0.9,-1,10,-2,9,0.91
COc1ccccc1NC(=O)c1ccc([N+](=O)[O-])o1,-11,-1,1.3,18,-34,-3,5,0.95

# The list goes on:
SMILES,ATG4B inh,HKDC1 inhibitor,hIAP activ,PfGluPho inh,hIAP block,APOBEC3A inh,mIAP inh,mIAP activ
O=C(Cn1cnc2ccccc2c1=O)NCc1ccco1,14,10,0.96,-14,4,-3,-3,1
C=C(C)CSc1nc(N)c(C#N)c(-c2ccc(C)cc2)c1C#N,2,-5,1.1,40,-15,-5,-4,1
C/C(=N\Nc1cccc(C(=O)O)c1)c1ccc2c(c1)Nc1ccccc1S2,21,4,0.84,57,16,16,11,0.89
COc1ccc(-n2c(Cc3cccn3C)nnc2SCC(=O)Nc2ccc(Cl)cc2)cc1,19,5,0.95,-7,5,-3,-12,1.1
Cc1nn(-c2ccccc2)c(C)c1/C=N/n1c(-c2ccc(Cl)cc2)n[nH]c1=S,6,-9,1,14,-4,-4,-1,1
Cc1occc1-c1nc(-c2ccccn2)no1,-11,2,0.88,16,12,-4,-6,1.1
Cc1cc2c(ncn2C)c(NS(=O)(=O)c2ccccc2Cl)c1C,-19,-1,0.99,4,1,15,2,0.98
CCCCNc1c(-c2ccc(OC)c(SC3CCCCC3)c2)nc2ccc(C)cn12,22,-1,1.1,18,-6,1,-14,1.1
O=C(COc1ccccc1)N(Cc1cccc(F)c1)C1CCS(=O)(=O)C1 (stereo not given),-3,-4,1.2,-1,-21,-1,3,0.97
Cc1ncc(CN2CCC(C(=O)Nc3cccc(-c4cscn4)c3)CC2)cn1,30,8,0.94,5,6,-2,-4,1
Clc1ccccc1OCCN1CCC(Cc2ccccc2)CC1,10,11,1.1,-1,-10,-6,5,0.95
C(=C\c1ccccc1)/C=N/Nc1nc(N2CCOCC2)nc(N2CCOCC2)n1,-10,-7,0.97,-22,3,-1,1,0.99
CC1CCN(c2nc(-c3ccccc3)cc(C(F)(F)F)n2)CC1,-2,3,0.92,9,8,-1,0,0.99
CCCCCC(=O)NNC(=O)c1ccc(F)cc1,6,-7,0.93,7,7,-1,-6,1.1
C=CCc1ccccc1OCC(O)CNC1CCCC1 (stereo not given),6,-3,1.2,-17,-16,2,-5,1.1
Cc1ccc(N2C(=O)SC(N(CC(=O)O)c3ccc(C)cc3)C2=O)cc1 (stereo not given),-4,16,1.1,-13,-8,-3,6,0.94
O=C(NNC(=O)c1csc(-c2cnccc2C(F)(F)F)n1)c1ccc(C(F)(F)F)cc1,-3,-7,1.3,-6,-25,0,-4,1
O=C(NCCN1CCN(C(=O)c2cccc(OC(F)F)c2)CC1)c1cccc(OC(F)F)c1,-14,-7,1,7,-2,-4,6,0.94
Cc1cccnc1NC(=O)Nc1cccc(Cl)c1,-2,-5,0.81,-27,20,-7,5,0.95
N#Cc1cc(-c2ccccc2)nnc1Sc1ccc(F)cc1,-4,-7,1,-1,-1,-4,3,0.97
CCCc1cnc(N2CCN(C(=S)NC)CC2)nc1,-7,-6,1,7,0,0,-9,1.1
CC(C)=NOCC(=O)Nn1c(COc2ccccc2)nc2ccccc2c1=O,1,-5,0.95,-11,5,2,-10,1.1
Cc1c(C)c2c(OCC(=O)N[C@@H](CC(C)C)C(=O)O)cc3c(c2oc1=O)CCC(C)(C)O3,13,19,1.1,-1,-8,3,-4,1
Cc1ccc2c(c1)=C(c1ccccc1)N(O)CC(=O)N=2,1,5,1.1,-15,-8,-5,-4,1
Cc1cccc(C)c1NC(=O)c1sccc1SCC#N,-1,-12,0.88,6,12,-3,1,0.99

# Some of these compounds in order of the hIAP activ value, high to low:
SMILES,ATG4B inh,HKDC1 inhibitor,hIAP activ,PfGluPho inh,hIAP block,APOBEC3A inh,mIAP inh,mIAP activ
CCCCNc1c(-c2ccc(OC)c(SC3CCCCC3)c2)nc2ccc(C)cn12,22,-1,1.1,18,-6,1,-14,1.1
COc1ccc(Oc2c(Cl)cnn(-c3ccc(Cl)c(Cl)c3)c2=O)cc1,1,-1,0.99,8,1,-3,-6,1.1
O=C(NCc1cccs1)c1cnc2ccccn2c1=O,5,-6,0.94,-1,6,0,-2,1
